All columns: NCI-60 one-dose screen, growth in % after 48 h at 10 µM unless noted; 100 = growth as untreated, 0 = no growth, -100 = all killed.
DU-145: DU-145 prostate cancer; 4.2% of 81,000 active; AID 1794760
786-0: 786-0 renal cancer cells; 5.1% of 81,000 active
SF-539: SF-539 CNS cancer | AID 1794752 | 6.8% of 81,000 active
UO-31: UO-31 renal cancer; 5.2% of 81,000 active; AID 1794768
SF-295: SF-295 CNS cancer cells. AID 1794758. 5.6% of 79,000 active
TK-10: TK-10 renal cancer cells | 3.9% of 81,000 active
SN12C: SN12C renal cancer cells; 3.8% of 81,000 active; AID 1794767
PC-3: PC-3 prostate cancer cells; 3.9% of 80,000 active
U251: U251 CNS tumor cells. 5.4% of 80,000 active
* marks the source's active call; other numbers are inactive results; x = no result given; [ ] = dose if it differs, or a comment. Rule for the calls: active = growth percent below 10; inactive = the rest. Hits appear at their usual frequency, and some 10% of all compounds hit somewhere here.

SMILES	DU-145	786-0	SF-539	UO-31	SF-295	TK-10	SN12C	PC-3	U251
COc1nc(N)nc2c1ncn2C1OC(CO)CC1O (stereo not drawn)	110	95	46	82	113	105	103	99	112
CC(=O)Cc1ncn(-c2cc(C)on2)n1	111	102	102	97	100	95	103	106	x
COc1ccc(C2C=C(c3ccc(NCc4nccc(OCC(F)(F)F)c4C)cc3)NC(N)=N2)cc1O (stereo not drawn)	100	97	101	77	95	112	99	77	92
CC(=O)C1=NCC(=O)N(c2ccc(Cl)cc2)N1	111	98	100	88	98	91	98	98	98
CN(C)C(=O)c1cc(-c2ccc3ncnc(NCc4ccccc4)c3c2)cnc1N	56	68	90	51	92	22	57	86	99
OCC1OC(n2cnc3c(SCc4ccccc4)nc(NO)nc32)C(O)C1O (stereo not drawn)	122	94	107	93	107	124	92	92	x
CCOC(=O)C(CC)(CC(C)C)C(=O)OCC	102	103	102	83	101	97	103	97	106
CC(C)C1=C[C@@]23CC[C@H]4[C@](C)(CO)CCC[C@]4(C)[C@H]2C[C@@H]1[C@@H]1[C@H]3[C@@H](OCCCN)CC[C@@H]1OCCCN	106	93	89	93	92	110	101	67	88
CCOC(=O)C1(CC)OC12CCCCC2 (stereo not drawn)	108	101	98	96	106	86	100	94	99
O=C(O)C(Cc1ccccc1)NSc1ccccc1[N+](=O)[O-] (stereo not drawn)	117	111	102	81	81	118	111	101	x
CCOC(=O)Nc1c(Cl)n(C)c(=O)n(C)c1=O	110	121	95	86	89	100	94	98	106
C/C(=N/NS(=O)(=O)c1ccc(N)cc1)c1cccs1	103	103	101	83	109	97	100	90	97
Cc1ccc(NC(=O)N=Nc2c(O)[nH]c3ccccc23)cc1	103	100	90	65	97	101	100	89	98
COc1ccc(/C(C)=N/NC(=O)c2ccc(S(C)(=O)=O)cc2)cc1OC	96	94	99	92	98	102	100	99	104
CCOC(=O)c1cc(=O)[nH]c(=S)[nH]1	109	93	98	87	98	89	103	87	98
COc1ccc(C(=O)Nn2cnc3oc(-c4ccccc4)cc3c2=N)cc1	108	101	98	79	100	114	94	95	106
OC(c1ccccc1)c1ccccc1CN1CCCNC1=S (stereo not drawn)	124	108	102	96	76	125	99	96	98
Cc1nn(-c2ccc(Cl)cc2)c2c1C(c1ccc(F)cc1)C(C#N)=C(N)O2 (stereo not drawn)	109	104	103	77	105	144	98	95	96
COc1cc(Cc2cc(OC)c(O)c(OC)c2)cc(OC)c1O	117	107	101	120	62	107	98	80	102
N#Cc1c(-c2ccc(Cl)cc2)nc(NN)nc1N1CCOCC1	103	98	88	66	99	123	97	93	101
O=C(Nc1ccc(-n2cc(-c3ccncc3)c(-c3ccc(Cl)c(O)c3)n2)cc1)Nc1cccc(Cl)c1Cl	87	102	106	90	100	69	106	97	101
CS(=O)(=O)c1ccc(-c2nc3ccccn3c2-c2nc3ccccc3[nH]2)cc1	103	99	94	82	96	x	99	91	104
COc1ccc2c(c1)/C(=C\c1c(-c3ccc(C)cc3)nc3sc(-c4cc(OC)c(OC)c(OC)c4)nn13)C(=O)N2	104	82	85	35	90	98	83	71	87
COc1cc(-c2[nH]ncc2-c2ccncc2)ccc1Cl	107	92	85	72	99	93	99	86	94
O=C1NC(=O)C(c2ccccc2)(c2ccccc2)N1CN1C=CN(c2cc3ccccc3oc2=O)N1	99	95	96	70	95	134	86	76	87

One compound at a time, from the list above.
`COc1ccc(C(=O)Nn2cnc3oc(-c4ccccc4)cc3c2=N)cc1` reads DU-145 = 108; 786-0 = 101; SF-539 = 98; UO-31 = 79; SF-295 = 100; TK-10 = 114; SN12C = 94; PC-3 = 95; U251 = 106
`CC(=O)Cc1ncn(-c2cc(C)on2)n1` reads DU-145 = 111; 786-0 = 102; SF-539 = 102; UO-31 = 97; SF-295 = 100; TK-10 = 95; SN12C = 103; PC-3 = 106; U251 = x

Three structures already listed, ordered by formula weight, rising.
SMILES	DU-145	786-0	SF-539	UO-31	SF-295	TK-10	SN12C	PC-3	U251
CCOC(=O)C1(CC)OC12CCCCC2 (stereo not drawn)	108	101	98	96	106	86	100	94	99
C/C(=N/NS(=O)(=O)c1ccc(N)cc1)c1cccs1	103	103	101	83	109	97	100	90	97
CC(C)C1=C[C@@]23CC[C@H]4[C@](C)(CO)CCC[C@]4(C)[C@H]2C[C@@H]1[C@@H]1[C@H]3[C@@H](OCCCN)CC[C@@H]1OCCCN	106	93	89	93	92	110	101	67	88

New compounds follow.
SMILES	DU-145	786-0	SF-539	UO-31	SF-295	TK-10	SN12C	PC-3	U251
COc1ccc(/C=C/C(=O)c2cccc(OCCCCOc3cccc(C(=O)/C=C/c4ccc(OC)cc4)c3)c2)cc1	109	102	102	68	95	110	97	87	100
CCCC(O)Cn1ncc(C(=O)OCC)c1NC(=O)NCc1cccc(F)c1 (stereo not drawn)	99	73	95	79	93	87	100	84	101
O=C1NC(=O)/C(=C/c2ccccc2[N+](=O)[O-])S1	95	90	104	53	111	94	95	99	96
CC(=O)c1cc2c(N)c(C(=O)Nc3cccc4ncccc34)sc2nc1C	95	86	100	69	66	90	99	71	96
COc1cc(N2C(=O)[C@H](c3ccccc3)C2c2ccc(SC)cc2)cc(OC)c1OC (stereo partly drawn)	6.1*	5.9*	8.4*	32	-6.3*	51	24	18	7.3*
COc1cc2oc(-c3cccc(C(=O)N[C@@H](CO)C(=O)O)c3)cc(=O)c2c(OC)c1OC	116	108	101	93	103	110	106	113	108
Cc1nc2ccccc2c(/C=C/c2ccc(C(F)(F)F)cc2)c1C(=O)/C=C/c1ccccc1	-44*	-14*	-84*	-96*	-45*	7.7*	-26*	12	-84*
COc1ccc(-n2cc(-c3ccc(Br)cc3)nc2SCC(=O)c2ccc(-c3ccccc3)cc2)cc1	83	96	92	102	74	101	88	57	65
Cn1cc(-c2nnc(N)nc2-c2cn(C)c3ccccc23)c2cc(F)ccc21	95	93	92	61	97	115	95	88	89
CCCCNC(=O)NS(=O)(=O)c1ccc(N2N=C(c3ccc(C)cc3C)CC2c2ccccc2Cl)cc1 (stereo not drawn)	98	93	98	68	67	112	85	58	77
CCOC(=O)c1c(NC(=O)c2ccc(C(C)(C)C)cc2)sc2cc(OCCN3CCCCC3)ccc12	72	76	82	75	100	112	78	76	45
C=CC(=O)N[C@@H](/C=C/C(=O)OCC)Cc1ccc(-c2cc(F)cc(C(N)=O)c2)cc1	102	94	98	87	96	94	86	91	97
O=C(Nc1cccc2c(O)c(N=Nc3ccc(S(=O)(=O)Nc4nccs4)cc3)cc(N=Nc3ccc(S(=O)(=O)Nc4nccs4)cc3)c12)C(Cl)Cl	34	103	87	68	78	122	111	16	63
O=C(O)c1ccc(-n2cc(CNc3cccc(F)c3)c(-c3ccc(C(F)(F)F)cc3)n2)cc1	73	101	87	67	59	110	82	72	64
COc1ccc(C2C(C#N)=C(/N=C/c3ccccc3)Oc3c2ccc2ccccc32)cc1 (stereo not drawn)	110	101	90	62	98	117	98	81	97
CC(=O)Nc1ccc(-c2ccc3c(c2)NC(=O)/C3=C\c2ccc[nH]2)cc1	72	99	81	39	87	70	95	98	87
COC(=O)[C@]1(C)CCC[C@@]2(C)[C@H]1CC=C1C=C(C(C)C)CC[C@@H]12	112	x	103	x	119	103	102	98	106
O=C(Cc1c(F)cccc1Cl)Nc1ccc(S(=O)(=O)Nc2ncccn2)cc1	104	103	97	43	93	112	96	100	105
CCc1nn2c(-c3cc(F)cc(F)c3)c(-c3cc(OC)c(OC)c(OC)c3)nc2s1	97	93	108	65	98	106	99	99	100
Cc1cc(=O)n2[nH]c(NC(=O)c3ccccc3)c(C#N)c2n1	110	102	98	82	101	112	99	90	100
Cc1ccc2c(c1)c(=O)n(-c1ccccc1)c1nnc(-c3ccccc3)n21	97	93	89	84	97	113	98	98	x
O=c1oc2ccccc2cc1-c1nn(-c2ccccc2)cc1-c1nn[nH]n1	113	104	97	78	100	101	96	92	104
N#Cc1c(-c2cccc(Cl)c2)cc(-c2cccnc2)[nH]c1=O	95	97	72	64	76	127	83	87	72
Cc1ccc(Cn2c(O)c(N=NC(=O)c3ccc(S(N)(=O)=O)cc3)c3ccccc32)cc1	107	105	108	73	101	106	97	95	98
O=C(CCCCCCC(=O)Nc1ccc(-c2csc3c(=O)cc(N4CCOCC4)oc23)cc1)NO	95	82	94	86	96	85	82	82	89

(continued)
SMILES	DU-145	786-0	SF-539	UO-31	SF-295	TK-10	SN12C	PC-3	U251
CC(C)[C@@H]1NC(=O)CNC(=O)[C@H](C)NC(=O)[C@H](Cc2ccc(O)cc2)NC(=O)[C@H](CCCCN)NC1=O	111	97	95	86	96	97	94	97	102
O=C(CNc1ccc(Cl)cc1)N1CCN(c2ncnc3c2cnn3-c2ccccc2)CC1	71	81	47	32	70	129	57	58	90
O=C1CCCC=CC[C@H]2C=C(Cl)C(=O)C2=CC[C@H](CCCCC(F)(F)F)OC(=O)CCCC=CC[C@H]2C=C(Cl)C(=O)C2=CC[C@H](CCCCC(F)(F)F)OC(=O)CCCC=CC[C@H]2C=C(Cl)C(=O)C2=CC[C@H](CCCCC(F)(F)F)O1	62[6.25 µM]	108[6.25 µM]	93[6.25 µM]	79[6.25 µM]	107[6.25 µM]	148[6.25 µM]	56[6.25 µM]	72[6.25 µM]	36[6.25 µM]
O=C(O)c1ccccc1C(=O)c1ccc(Cl)cc1Cl	114	106	x	87	105	94	101	93	92
C=C1C(=O)O[C@H]2[C@H]1CC/C(Cn1cc(-c3cc(C(F)(F)F)cc(C(F)(F)F)c3)nn1)=C\CC[C@@]1(C)O[C@@H]21	-90*	-86*	-92*	-96*	-67*	-99*	-78*	-81*	-98*
COc1ccc(NC(=O)c2sc3nc(C)c(C(=O)/C=C/c4cccc(OC)c4)cc3c2N)cc1	22	11	71	27	27	82	20	55	1.6*
Clc1ccc(-c2nc(C(Cl)Cl)nc3cc(-c4ccccc4)nn23)cc1	-2.6*	80	44	47	14	37	65	41	7.0*
O=C(Nc1ccccc1)Nc1nc2cc([N+](=O)[O-])ccc2o1	58	60	81	70	54	92	50	46	37
Cc1cccc2c(-c3ccccc3)c(Cc3ccccc3)[nH]c12	109	95	103	92	97	91	108	104	106
N#Cc1c(Cl)nc(SCC(=O)N2CCN(c3cc4c(cc3F)c(=O)c(C(=O)O)cn4C3CC3)CC2)nc1-c1ccccc1	108	99	99	81	93	119	95	95	103
CCOC(=O)/C(C#N)=C/c1ccc(C)o1	107	101	111	99	105	94	105	106	x
O=C(O)/C=C\c1cc2c(cc1[N+](=O)[O-])OCO2	110	99	96	89	105	109	102	104	106
O=C(c1nc2ccccc2[nH]1)C1C(c2cccc(O)c2)C2CSCN2[C@@]12C(=O)Nc1ccccc12 (stereo partly drawn)	105	101	90	61	105	113	95	86	99
COc1ccc(-c2cc(-c3nc4ccccc4[nH]3)[nH]n2)cc1	65	80	70	93	x	89	68	52	63
CCOc1ccc(NC(=O)CSc2nc3ccccc3c(=O)n2CCc2ccccc2)cc1	103	106	98	75	95	117	87	95	73
Cc1nn(-c2ccccc2)c2ncnc(N/N=C/c3ccccc3O)c12	21	11	-1.4*	-26*	8.0*	41	8.9*	26	11
CCCC(=O)c1cc(C)ccc1OC	119	x	95	x	125	104	95	91	115
O=C1c2ccccc2CCC12OC2c1cn(-c2ccccc2)nc1-c1cccc([N+](=O)[O-])c1 (stereo not drawn)	103	101	87	92	72	112	93	64	68
Cc1ccc(S(=O)(=O)Nc2ccccc2NS(=O)(=O)c2ccc(C)cc2)cc1	109	105	102	87	91	122	87	74	x
Cc1ccc(S(=O)(=O)Nc2cccc(Cn3c(=O)[nH]c4ccc(Oc5ncccn5)cc4c3=O)c2)cc1	96	96	72	74	74	105	86	52	79
O=C1OCC/C1=C\N1CCCCC1	117	106	106	96	125	104	109	103	98
Cc1ccc(N=Cc2c(-c3ccc(S(C)(=O)=O)cc3)nc3ccccn23)cc1	103	98	95	90	101	123	92	95	93
Nc1ccc(-c2cccc(Oc3ccc4nnc(Cl)n4n3)c2)cc1	103	101	85	73	97	141	94	83	99
Cc1ccc(C2=C(Br)C(=O)c3nc(C)ccc3C2=O)cc1	72	65	70	48	92	90	58	52	40
Cc1cc(N2CCCCC2)nc(N2CCN(CC(=O)Nc3ccc4c(ccn4Cc4ccccc4)c3)CC2)n1	80	69	80	30	43	84	64	39	40

The listing continues.
SMILES	DU-145	786-0	SF-539	UO-31	SF-295	TK-10	SN12C	PC-3	U251
Cc1ccc(N2CC(c3nc4ccccc4[nH]3)CC2=O)cc1 (stereo not drawn)	109	102	93	75	99	120	93	89	100
COc1ccc(/C=C/C(=O)Nc2ccc(-c3nc4ccc(OC)cc4s3)cc2)cc1	117	103	102	85	106	109	103	101	109
CCN(CC)Cc1cc(C=C2C(=O)NC(=S)NC2=O)cc(OC)c1O	111	104	101	90	102	110	100	102	99
CC(=O)c1cccc(NC(=O)Cn2cc(CN3C(=O)c4ccccc4S3(=O)=O)nn2)c1	104	97	103	84	104	99	99	104	104
CC(=O)Nc1nc(O)c(C=Nc2ccncc2)s1	109	98	95	84	102	105	101	x	101
CCc1c(C)cc(-c2ccccc2N)c2[nH]c3ccccc3c12	101	96	96	82	102	101	101	83	99
Nc1nc(C(=O)NNC(=S)Nc2ccc(Cl)cc2)nn1-c1ccc(S(N)(=O)=O)cc1	112	96	102	86	107	101	103	106	104
COc1ccc(C(=O)CSc2nc3c(c(Nc4cccc(S(N)(=O)=O)c4)n2)CCCC3)cc1	102	96	98	92	101	111	108	97	103
O=c1c(I)c[nH]cc1I	105	104	97	83	104	111	104	96	106
COc1cccc2cc(/C(C)=N/NC(=O)CC#N)oc12	105	101	95	x	95	108	105	101	97

Random excerpt: two records from the list.
SMILES	DU-145	786-0	SF-539	UO-31	SF-295	TK-10	SN12C	PC-3	U251
COc1ccc(/C=C/C(=O)Nc2ccc(-c3nc4ccc(OC)cc4s3)cc2)cc1	117	103	102	85	106	109	103	101	109
CC(=O)Nc1nc(O)c(C=Nc2ccncc2)s1	109	98	95	84	102	105	101	x	101
